High-throughput results from PubChem BioAssay.
Rab9 promoter act – Rab9 promoter activation; Huh7 Rab9 promoter-luciferase reporter, luminescence, 24 h; 2.8% of 320,000 active; Potency, µM (titrated, usually from 9.22 µM), inactives show top-dose activation, negative = inhibition, usual class: activators; further: % of control where 0% means no effect; nearly all actives have a fitted effect of over 60% in size
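Promoter activation is measured as luciferase luminescence in Huh7 cells stably transfected with a Rab9 promoter–luciferase construct, following 24 h compound exposure at 37 °C and 10 min reagent incubation at ambient temperature.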
RORgamma inh – inhibitors of mouse ROR gamma transcriptional activity; P51450; Drosophila S2 Gal4-RORgamma UAS-luciferase reporter, 20 h; Potency, µM (highest dose often 53.6 µM), for the others: at the highest dose activity change, negative = inhibition, most hits filed as inhibitors; 5.4% of 310,000 active; further: on the % scale 0 is the no-effect control and ±100 the full control effect; nearly all actives have a fitted effect of over 60% in size
Target sequence (P51450 whole entry, looked up, the tested form may be a part): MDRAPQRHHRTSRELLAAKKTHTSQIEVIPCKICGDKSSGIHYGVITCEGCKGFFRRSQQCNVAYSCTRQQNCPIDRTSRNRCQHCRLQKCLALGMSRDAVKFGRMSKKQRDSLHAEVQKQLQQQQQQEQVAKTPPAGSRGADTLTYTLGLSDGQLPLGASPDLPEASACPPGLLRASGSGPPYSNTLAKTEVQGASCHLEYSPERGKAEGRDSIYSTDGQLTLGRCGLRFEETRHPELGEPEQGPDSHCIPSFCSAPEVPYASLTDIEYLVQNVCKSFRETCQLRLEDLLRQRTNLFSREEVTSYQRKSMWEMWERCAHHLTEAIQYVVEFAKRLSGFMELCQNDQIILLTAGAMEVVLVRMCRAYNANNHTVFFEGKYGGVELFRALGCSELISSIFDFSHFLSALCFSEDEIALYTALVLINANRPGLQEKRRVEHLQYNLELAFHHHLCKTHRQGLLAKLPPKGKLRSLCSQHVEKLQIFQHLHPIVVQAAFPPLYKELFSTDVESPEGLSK
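Drosophila S2 cells stably expressing Gal4-DBD/mouse RORγ fusion under metallothionein promoter plus UAS-luciferase; compound 1 h, then 700 uM CuSO4 induction for 20 h at ambient temperature; inhibition read as reduced luminescence.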
uPA generation – cell surface uPA generation inhibition. cell surface uPA generation assay, qHTS. Potency, µM (series often up to 38.3 µM), for inactives: at the top dose activity change, negative = inhibition, hits mostly inhibitors. 0.31% of 330,000 active. AID 540303; active means well fitted inhibition curve with a large enough effect; inconclusive means small, poorly fitted or top-dose-only effect; inactive means no such curve, though single readings can be large or run the other way; tested in mouse RAW 264.7 cells; further: on the % scale 0 is the no-effect control and ±100 the full control effect; nearly all actives have a fitted effect of over 55% in size
MBNL1-CUG inh – inhibitors of human MBNL1 binding to CUG repeat RNA; Potency, µM (doses to about 57.5 µM), for inactives: at the highest dose activity change, negative = inhibition, usual class: inhibitors; TR-FRET MBNL1-His/biotin-(CUG)12 binding, 665/545 ratio; 0.036% of 280,000 active; Q9NR56; active means well fitted inhibition curve with a large enough effect in the signal ratio, with a control signal flat, not every such curve was filed as active; inconclusive means small, poorly fitted or top-dose-only effect, or effect the other way, or a change in a side signal; inactive means no such curve, though single readings can be large or run the other way; the % refers to the signal ratio; further: on the % scale 0 is the no-effect control and ±100 the full control effect
Target sequence (Q9NR56 whole entry, looked up): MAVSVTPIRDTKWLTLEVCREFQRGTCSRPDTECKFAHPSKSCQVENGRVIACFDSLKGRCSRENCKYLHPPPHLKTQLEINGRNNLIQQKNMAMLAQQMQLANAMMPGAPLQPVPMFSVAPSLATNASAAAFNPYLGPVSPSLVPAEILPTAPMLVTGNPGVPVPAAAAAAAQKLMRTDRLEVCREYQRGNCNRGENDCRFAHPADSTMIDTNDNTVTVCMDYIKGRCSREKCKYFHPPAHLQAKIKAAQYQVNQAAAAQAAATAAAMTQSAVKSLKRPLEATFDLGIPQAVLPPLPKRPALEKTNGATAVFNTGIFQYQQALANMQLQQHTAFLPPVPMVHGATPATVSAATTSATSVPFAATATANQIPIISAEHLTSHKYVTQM
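Compounds (final 92 nM to 58 uM) are added to His-tagged MBNL1 and biotin-(CUG)12, then terbium anti-His antibody and streptavidin-XL665 (5 nM final). After 60 min at room temperature, the 665/545 nm ratio is read.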
NPC1 promoter act – activates the NPC1 promoter; 2.4% of 320,000 active; Potency, µM (highest dose often 9.22 µM), inactives show top-dose activation, most hits filed as activators; AID 485313; Huh7 NPC1 promoter luciferase reporter, 24 h;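 further: % of control where 0% means no effect; nearly all actives have a fitted effect of over 60% in size; reporter is driven by a mutant NPC1 promoter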
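NPC1 promoter–luciferase Huh7 cells; 24 h compound; luminescence.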
VP16 counter – inhibits Gal4-VP16 luciferase reporter, ROR gamma counter-screen; Drosophila S2 Gal4-VP16 UAS-luciferase, luminescence, 20 h; Potency, µM (series often up to 53.6 µM), inactives show at the top dose activity, negative = inhibition, most hits filed as inhibitors; 3.5% of 310,000 active;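 further: Gal4-VP16 expression switched on by copper sulfate through the metallothionein promoter; on the % scale 0 is the no-effect control and ±100 the full control effect; nearly all actives have a fitted effect of over 50% in size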
BRCA1 expr up – BRCA1 expression activation. MCF7-BRCA1-FFLuc reporter, luminescence, 48 h; response scale: scaled: vehicle 0%, 10 µM genistein 100%. Potency, µM (series often up to 46.1 µM), without a hit: at the highest dose activation, most hits filed as activators. 1.1% of 380,000 active. AID 624202; further: nearly all actives have a fitted effect of over 80% in size; some results filed as inactive show a strong effect at the top dose
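Quantitative HTS in MCF7 cells stably reporting BRCA1 expression via firefly luciferase. Compound treatment lasts 48 h at 37 °C in phenol-red free MEM. Activation is expressed relative to genistein at 10 microM and DMSO.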
p53 reactivation – re-activators of mutant p53; Potency, µM (titrated, usually from 92.2 µM), inactives show top-dose activity change, positive = activation, most hits filed as activators; AID 504706; H1299 p53-A138V BP100-luciferase reporter, luminescence, 24 h; 0.063% of 320,000 active; further: % of control where 0% means no effect; nearly all actives have a fitted effect of over 45% in size
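p53-null H1299 cells stably carrying temperature-sensitive p53-A138V and a BP100-luciferase reporter were pinned with compounds (4-point, 1:5 series) and held 24 hrs at 37 deg C. Luminescence was read 10 min after detection reagent.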
FLuc counter – counter-screen for miR-21 project: firefly luciferase inhibitors or activators. 6.9% of 360,000 active. AID 588342. Potency, µM (highest dose often 57.5 µM), for the others: at the top dose activity change, negative = inhibition, actives largely listed as inhibitors. purified FLuc, Km substrates, luminescence inhibition. P08659;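 further: plate controls were vehicle for no effect and reference inhibitor for full effect; nearly all actives have a fitted effect of over 55% in size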
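Purified P. pyralis luciferase (10nM final) with 10uM D-luciferin and 10uM ATP (Km levels) in 50mM Tris acetate pH 7.5, 10mM Mg acetate, 0.01% Tween-20, 0.05% BSA; qHTS 6-point titration, ~60 µM downward; luminescence read.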
ELG1 genotox – genotoxicity induction in ELG1-luciferase HEK293T cells. HEK293T ELG1-luciferase reporter, luminescence, 16 h. Potency, µM (titrated, usually from 46 µM), for inactives: at the highest dose activity change, positive = activation, actives largely listed as activators. 1.3% of 330,000 active; further: % of control where 0% means no effect; nearly all actives have a fitted effect of over 60% in size
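DMSO vehicle served as control against compound-treated ELG1-luciferase HEK293T cells; exposure lasted 16 hr at 37 °C and 5% CO2, followed by ONE-Glo luminescence detection after 30 min.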
Starred values were filed as active, the others as inactive; ? = inconclusive; . = not tested or not shown; & = joins results of further samples; [ ] = dose if it differs, or a comment. Unless noted, the call rests on the fitted dose curve; in most records, active means well fitted curve in the direction sought with a large enough effect; inconclusive means small, poorly fitted or top-dose-only effect, or another doubt; inactive means no such curve, though single readings can be large; an effect the other way counts as inactive or inconclusive. Potency means the concentration at half of the fitted maximal effect.

SMILES	Rab9 promoter act	RORgamma inh	uPA generation	MBNL1-CUG inh	NPC1 promoter act	VP16 counter	BRCA1 expr up	p53 reactivation	FLuc counter	ELG1 genotox
CCCCn1c(SCC(=O)N2CCOCC2)nc2c1c(=O)n(C)c(=O)n2C	0%	8%	-2%	2%	2%	-9%	-11%	4%	1%	-1%
COc1ccc(OC)c(CNC(=O)CCc2cn(C)c3ccccc23)c1	-2%	-1%	-4%	-3%	1%	-4%	-14%	-1%	-2%	-1%
Clc1ccc(-c2cc(C3CCNCC3)[nH]n2)c(Cl)c1	1%	11%	1%	.	-15%	-10%	-5%	-2%	3%	0%
CCCNS(=O)(=O)c1ccc(CCC(=O)N2CCN(CC)CC2)cc1	3%	-3%	1%	-1%	1%	-1%	-4%	0%	1%	0%
O=Cc1c(N2CCN(c3ccccc3)CC2)nc2ccccn2c1=O	26%	?	-3%	?	14%	3%	76%	-3%	6%	9%
CCC(C)NC(=O)C(=O)NC1CCCC1 (stereo not given)	0%	18%	0%	-1%	2%	9%	52%	1%	3%	6%
Cc1cc(C(=O)O)c(CSCc2cc(C(=O)O)oc2C)o1	1%	-7%	-1%	-16%	-1%	-16%	-1%	1%	-1%	1%
O=C(/C=C/c1ccc(F)cc1)N1CCCN(C(=O)/C=C/c2ccc(F)cc2)CC1	17%	?	-4%	38%[activator]	3%	-11%	-4%	-1%	?	0%
O=C(O)c1ccc(CNC(=O)C2CCCN2C(=O)OCc2ccccc2)cc1 (stereo not given)	6%	1%	-8%	2%	-4%	2%	10%	1%	-9%	3%
COc1ccc2nc(NC(=O)c3cccc(S(=O)(=O)N4CCOCC4)c3)sc2c1	4%	25%	-8%	-5%	0%	8%	12%	19%	11µM*	0%
CCOC(=O)c1cnc(Nc2nc3ccccc3o2)nc1C	?	?	.	6%	?	?	-78%[inhibitor]	20%	0.38µM*	.
CC(C)c1ccc(OCC(=O)NNC(=S)NC(=O)C2CC2)cc1	6%	?	-3%	0%	0%	?	-47%	11%	-7%	4%
O=C(Nc1cc(C(F)(F)F)ccc1N1CCOCC1)c1ccncc1	.	.	-3%	.	.	.	0%	-10%	.	1%
Cc1ccc(S(=O)(=O)N2CCCOC2CNC(=O)C(=O)NCc2cccs2)cc1 (stereo not given)	-3%	19%	-6%	-2%	2%	-24%	-8%	10%	-3%	1%
CC(C)Nc1nc(N(c2ccccc2)c2ccccc2)nc(-n2ccnc2)n1	-6%	-27%	1%	-4%	0%	-15%	-6%	2%	2%	-1%
Cc1ccc(C2Nc3ccccc3C(=O)N2CCN2CCNC2=O)cc1 (stereo not given)	6%	-3%	5%	-4%	-2%	8%	13%	0%	1%	3%
CC1CCc2c(sc(NC(=O)c3ccc(Cn4cc([N+](=O)[O-])cn4)o3)c2C#N)C1 (stereo not given)	7%	5%	7%	-2%	9%	4%	52%	23%	13µM*	1%
CN(C)c1ccc(C(CNS(=O)(=O)c2ccc3ccccc3c2)N2CCOCC2)cc1 (stereo not given)	-5%	.	-5%	.	-2%	.	-20%	4%	4%	1%
CCCCNC(=O)C1CC(=O)N(c2ccc(OC)cc2)C1c1ccc(OC)cc1 (stereo not given)	-6%	-1%	4%	-2%	-2%	-2%	-18%	2%	-1%	1%
Cc1ccccc1C(=O)Nn1cnc2ccccc2c1=O	?	31%	-4%	.	?	-2%	?	16%	?	11%
Cc1cc2c(c(=O)n1Cc1cccnc1)C(c1cccs1)C(C#N)=C(N)O2 (stereo not given)	5%	15%	4%	16%	-1%	2%	0%	-1%	3%	-6%
O=C(Nc1ccc([N+](=O)[O-])cn1)C1CC1	-3%	0%	5%	?	0%	-3%	7%	1%	2%	1%
CN(Cc1ccccc1)S(=O)(=O)c1ccc(OCC(=O)N2CCC(C(N)=O)CC2)cc1	2%	28%	0%	-9%	1%	6%	22%	0%	2%	-4%
CN(C)CCCC(C)(O)C(Cc1ccccc1)c1ccccc1 (stereo not given)	-4%	5%	-1%	8%	-2%	1%	-34%	-9%	-2%	0%
Cc1cc(C)nc(SCc2n[nH]c(=S)n2C)n1	-1%	4%	6%	6%	-5%	2%	-7%	8%	0%	2%
Cc1n[nH]c(C)c1CCC(=O)N/N=C/c1c[nH]c2ccccc12	1%	-2%	4%	-3%	-6%	-9%	-5%	-4%	8%	-3%
Cc1ccccc1OCc1n(CC(=O)OC2CC(C)CCC2C(C)C)c2ccccc2[n+]1C (stereo not given)	-2%&-1%	?	?	10%&3%	-2%&-5%	18µM*	-88%&-84%	-10%&-9%	1%&1%	-19%&-9%
CCOc1ccc(S(=O)(=O)Nc2cc(S(=O)(=O)N(CC)CC)ccc2N2CCCC2)cc1	-3%	?	3%	.	-3%	5%	-42%	3%	-6%	-3%
Cc1ccc(CNC(=O)C(C(=O)NCc2ccc(C)o2)c2ncc(C(F)(F)F)cc2Cl)o1	4%	39%	-2%	-4%	0%	24%	-1%	0%	6%	12%
O=C(C1CC(c2ccc(F)cc2)=NO1)N1CCc2ccccc2C1 (stereo not given)	-12%	?	5%	-12%	3%	16%	8%	8%	?	?
CC(C)=CCCC(C)CCO (stereo not given)	.	0%&-13%	-5%	.	.	-9%&-6%	6%	4%	.	0%
Cc1cccc2c1cnn2C(=O)Nc1ccc(Br)cc1F	?	2%	4%	-2%	0.28µM*	2%	14%	9%	?	5%
CCN1CCN(CCC(=O)Nc2cc(OC)cc(OC)c2)CC1	-6%	15%	-4%	-1%	-3%	-9%	-3%	.	3%	-5%
COc1nc(N)c(S(=O)(=O)c2ccc(C)cc2)cc1C#N	-1%	4%	.	-7%	-3%	28%	4%	-4%	2%	-3%
O=C(Nc1ncccc1O)c1cccc(S(=O)(=O)N2CCCc3ccccc32)c1	-7%	.	-1%	.	-1%	.	-23%	-2%	-20%	-8%
CCCn1c(-c2cccs2)nc2nc3ccccc3nc21	2%	-6%	-1%	?	4%	-6%	-65%	1%	?	-12%
Cc1ccc(CS/C(Nc2ccccc2C)=C(\C#N)C(=O)NCc2ccco2)c(C)c1	1%	-1%	.	4%	-3%	-2%	-15%	-6%	-2%	-7%
CSc1nnc(C)c(=O)n1COC(=O)c1ccccc1	-2%	-45%	-7%	-2%	-7%	1%	-2%	4%	0%	?
Cc1c(NC(=O)CSC2=C(C#N)C(c3ccccc3F)CC(=O)N2)c(=O)n(-c2ccccc2)n1C (stereo not given)	-2%	5%	0%	2%	-1%	-1%	-16%	-4%	-1%	-1%
Cc1ccc(NC2=Nc3ccccc3N3C2=Nc2c(c(C)nn2-c2ccccc2)C3c2ccc(O)c(O)c2)cc1 (stereo not given)	-4%	-37%	-1%	4%	-1%	-29%	-81%	-5%	0%	-5%
O=C(NNC(=O)c1cc2cc(OC(F)(F)F)ccc2[nH]1)c1ccc(Cl)cc1	-1%	-6%	1%	.	-3%	-1%	-50%	-2%	-2%	-2%
CCOc1ccc(C2C(C(=O)c3ccco3)=C(O)C(=O)N2Cc2cccnc2)cc1OC (stereo not given)	-1%	14%	-1%	11%	-4%	16%	4%	-2%	-1%	0%
O=C(C[n+]1ccc(-c2ccccc2)cc1)Nc1ccc([N+](=O)[O-])cc1	-6%	-10%	9%	0%	-4%	-7%	3%	-6%	-2%	-3%
Cc1ccc2c(c1)nnn2C1CCN(CC(=O)c2ccc(Cl)cc2)CC1	-4%	1%	0%	-5%	19%	4%	?	-2%	2%	1%

Arranged by SMILES length (descending): 9 of the compounds above
SMILES	Rab9 promoter act	RORgamma inh	uPA generation	MBNL1-CUG inh	NPC1 promoter act	VP16 counter	BRCA1 expr up	p53 reactivation	FLuc counter	ELG1 genotox
Cc1ccc(NC2=Nc3ccccc3N3C2=Nc2c(c(C)nn2-c2ccccc2)C3c2ccc(O)c(O)c2)cc1 (stereo not given)	-4%	-37%	-1%	4%	-1%	-29%	-81%	-5%	0%	-5%
Cc1c(NC(=O)CSC2=C(C#N)C(c3ccccc3F)CC(=O)N2)c(=O)n(-c2ccccc2)n1C (stereo not given)	-2%	5%	0%	2%	-1%	-1%	-16%	-4%	-1%	-1%
Cc1ccc(CS/C(Nc2ccccc2C)=C(\C#N)C(=O)NCc2ccco2)c(C)c1	1%	-1%	.	4%	-3%	-2%	-15%	-6%	-2%	-7%
O=C(C[n+]1ccc(-c2ccccc2)cc1)Nc1ccc([N+](=O)[O-])cc1	-6%	-10%	9%	0%	-4%	-7%	3%	-6%	-2%	-3%
O=C(Nc1ncccc1O)c1cccc(S(=O)(=O)N2CCCc3ccccc32)c1	-7%	.	-1%	.	-1%	.	-23%	-2%	-20%	-8%
Cc1ccc2c(c1)nnn2C1CCN(CC(=O)c2ccc(Cl)cc2)CC1	-4%	1%	0%	-5%	19%	4%	?	-2%	2%	1%
COc1nc(N)c(S(=O)(=O)c2ccc(C)cc2)cc1C#N	-1%	4%	.	-7%	-3%	28%	4%	-4%	2%	-3%
CCN1CCN(CCC(=O)Nc2cc(OC)cc(OC)c2)CC1	-6%	15%	-4%	-1%	-3%	-9%	-3%	.	3%	-5%
CCCn1c(-c2cccs2)nc2nc3ccccc3nc21	2%	-6%	-1%	?	4%	-6%	-65%	1%	?	-12%
